Bcl-xL primary – inhibitors of human Bcl-xL | inhibition, % at 10.9 µM | GST-Bcl-xL / FITC-Bim BH3 peptide fluorescence polarization | actives 0.7% (n = 320,000);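 active = inhibition above the mean of all tested compounds plus 3 SD, cutoff set per campaign, cut at about 30% in these data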;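 also: 0% = DMSO wells and 100% = unlabeled Bim-BH3 peptide competitor; inhibitors lower millipolarization by displacing the labeled peptide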
Target sequence (Q07817 whole entry, looked up): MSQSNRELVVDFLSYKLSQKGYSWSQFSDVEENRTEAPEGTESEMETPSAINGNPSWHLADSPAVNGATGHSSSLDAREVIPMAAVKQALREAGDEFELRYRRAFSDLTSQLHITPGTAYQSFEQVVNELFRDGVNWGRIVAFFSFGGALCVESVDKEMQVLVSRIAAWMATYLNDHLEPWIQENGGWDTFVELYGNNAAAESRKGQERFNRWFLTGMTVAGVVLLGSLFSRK
MEX-5 binding – C. elegans MEX-5 TCR-2 RNA binding activity; MEX-5/FITC-TCR2 RNA binding, fluorescence polarization; active compounds read low; activity score (negative = inhibition of binding), % at 10 µM; actives 0.38% (n = 300,000); AID 1832;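 active = inhibition past about -25% in most replicates, and total fluorescence under double the plate's negative control median, limit read from the data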;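 also: 0% = DMSO and -100% = 5 µM competing unlabeled TCR2 RNA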
Target sequence (Q9XUB2 whole entry, looked up): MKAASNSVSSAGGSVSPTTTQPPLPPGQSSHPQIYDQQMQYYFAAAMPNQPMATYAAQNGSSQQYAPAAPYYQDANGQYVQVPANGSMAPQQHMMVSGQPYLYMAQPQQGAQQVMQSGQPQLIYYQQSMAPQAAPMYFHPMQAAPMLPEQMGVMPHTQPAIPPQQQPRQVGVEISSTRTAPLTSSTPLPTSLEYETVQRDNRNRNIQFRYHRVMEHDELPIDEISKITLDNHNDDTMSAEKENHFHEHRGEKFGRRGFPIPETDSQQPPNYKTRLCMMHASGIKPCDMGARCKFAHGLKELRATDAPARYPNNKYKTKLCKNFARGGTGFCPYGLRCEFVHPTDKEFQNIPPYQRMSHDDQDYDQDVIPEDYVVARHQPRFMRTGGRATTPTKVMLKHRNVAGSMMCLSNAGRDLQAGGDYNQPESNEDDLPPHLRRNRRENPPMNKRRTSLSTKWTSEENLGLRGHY
AGP1 TOR yeast – modulators of TOR pathway AGP1-GFP in S. cerevisiae; GFP response vs DMSO, % at 10 µM; S. cerevisiae AGP1-GFP multiplex flow cytometry, 3 h; GFP as percent of DMSO wells; actives 0.02% (n = 320,000);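 active = GFP response relative to DMSO above a set limit, near screen average plus 3 SD, cut at about 150% in these data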;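 also: median GFP channel fluorescence of the gated AGP1 strain per well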
GRK2 aptamer HTS – inhibitors of human GRK2 displacing RNA aptamer; P25098; bead flow cytometry, FAM-aptamer displacement from GRK2; inhibition of aptamer binding, % at 10 µM; actives 0.59% (n = 330,000); AID 488847;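 active = inhibition of aptamer binding above 40%, roughly 3 SD of noise, on plates passing a quality check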;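 also: median bead fluorescence of bound FAM aptamer so fluorescent compounds give negative values; no value below 0 was filed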
GLD-1 RNA inh – GLD-1-TGE RNA interaction inhibition (C. elegans); Q17339; purified GLD-1 + fluorescein TGE RNA, fluorescence polarization; inhibition, % at 5.96 µM; actives 0.44% (n = 320,000); AID 2280;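 active = percent inhibition above a per-plate cutoff, the plate mean of test compounds plus 3 SD, cut at about 30% in these data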;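 also: 0% = DMSO wells with GLD-1 and probe and 100% = wells lacking GLD-1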
MCL1-BIM inh – MCL1-BIM-BH3 interaction inhibition (human); Q07820; inhibition, % at 10.9 µM; actives 0.68% (n = 320,000); GST-MCL1 / FITC-Bim-BH3 fluorescence polarization; AID 2057;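 active = inhibition above the mean inhibition of all tested compounds plus 3 SD, set per campaign, cut at about 40% in these data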;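 also: 0% = DMSO wells and 100% = unlabeled Bim-BH3 peptide control; higher means more loss of mP so more displacement of Bim peptide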
Target sequence (Q07820 whole entry, looked up): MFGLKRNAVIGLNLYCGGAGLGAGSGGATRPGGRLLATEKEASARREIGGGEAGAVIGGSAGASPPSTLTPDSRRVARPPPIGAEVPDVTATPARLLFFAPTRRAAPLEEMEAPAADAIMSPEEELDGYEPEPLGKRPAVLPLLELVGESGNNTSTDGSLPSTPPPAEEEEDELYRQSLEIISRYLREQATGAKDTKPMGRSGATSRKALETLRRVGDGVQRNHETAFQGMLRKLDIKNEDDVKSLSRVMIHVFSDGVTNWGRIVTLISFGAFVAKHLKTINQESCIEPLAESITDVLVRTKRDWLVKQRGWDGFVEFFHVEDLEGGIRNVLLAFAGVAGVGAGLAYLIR
Fam108B counter – blocks mouse Fam108B hydrolase in RBBP9 counter-screen; recombinant Fam108B, FP-Rh probe fluorescence polarization; inhibition, % at 9.51 µM; actives 0.33% (n = 300,000); AID 1947;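 active = inhibition above the screen mean inhibition plus 3 SD, computed separately per campaign, cut at about 18% in these data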;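 also: inhibitors lower polarization as less probe binds the enzyme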
CIT2-GFP yeast – modulators of TOR pathway CIT2-GFP in S. cerevisiae. S. cerevisiae CIT2-GFP strain, flow cytometry, 3 h; 100 means same as DMSO wells. GFP response vs DMSO, % at 10 µM. actives 0.065% (n = 320,000). AID 2029;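 active = GFP response relative to DMSO above a set limit, near the screen mean plus 3 SD, cut at about 150% in these data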;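 also: ratio of well median GFP fluorescence to mean of DMSO wells on the plate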
VLA-4 inh – inhibition in a human VLA-4 binding assay; P13612; VLA-4 expressing cells, ligand binding flow cytometry; inhibition, % (about 7 µM as worked out from the volumes in the protocol); actives 0.2% (n = 330,000); AID 2557; in the data active = inhibition above about 50%
* = called active by the depositor; / = not tested or not shown. An unsorted share of the library; 2.2% or so of the library scored in one or more.

Order of values: Bcl-xL primary, MEX-5 binding, AGP1 TOR yeast, GRK2 aptamer HTS, GLD-1 RNA inh, MCL1-BIM inh, Fam108B counter, CIT2-GFP yeast, VLA-4 inh
- Cc1cc(C)cc(NC(=O)COC(=O)c2ccc(CN3CCCC3=O)cc2)c1
    -8.1, /, 99.8, 0.0, 5.8, -25.2, /, 101.2, 8.0
- COc1ccc(/C=C/C(=O)OCC(=O)NC2CCS(=O)(=O)C2)cc1 (centres undefined)
    4.1, /, 105.5, 0.0, 3.0, 1.5, /, 96.7, -3.0
- CCNS(=O)(=O)c1ccc(NC(=O)Cn2nc(C(F)(F)F)cc2C)cc1
    -1.4, 0.9, 103.8, 0.0, 2.7, -5.5, 0.5, 107.3, 31.0
- COc1ccc(-c2cc(C(=O)OCC(=O)NC(C)C)c3ccccc3n2)cc1
    0.3, 0.6, 110.2, 5.0, 2.0, -3.1, -0.7, 106.3, 2.8
- CCOC(=O)/C(C#N)=C/NC(=O)NC(C)(C)C
    5.5, -0.8, 105.6, 2.0, -1.4, -4.2, 0.2, 101.5, -3.8
- COC(=O)CN1C(=O)[C@H]2[C@@H](c3ccc(C)o3)N3C(=O)CN(Cc4ccc(-c5ccccc5)cc4)C(=O)[C@@]3(C)[C@H]2C1=O
    3.4, 2.5, 95.0, 4.0, -6.5, 12.0, 2.1, 106.7, -0.2
- CCCN(CCC)S(=O)(=O)c1cc(CN2C(=O)c3cccnc3C2=O)ccc1OC
    6.3, -4.7, 100.5, 1.0, -7.3, 0.0, 1.2, 106.9, -2.5
- CC(C)C(=O)N1CCN(S(=O)(=O)c2ccc3ccccc3c2)CC1
    -2.4, -0.3, 100.5, 2.0, 9.2, 2.8, 1.8, 88.4, 13.2
- COCCn1c(SCc2c(F)cccc2Cl)nc2c1c(=O)[nH]c(=O)n2C
    3.1, -0.4, 98.0, 1.0, 1.0, 1.9, 4.8, 104.0, 38.9
- COc1ccc(NC(=O)CN(Cc2ccccc2)Cc2ccccc2)cc1S(N)(=O)=O
    4.3, -1.0, 100.3, 17.0, 9.4, -8.0, 2.2, 101.8, 4.8

Next section.
Order of values: Bcl-xL primary, MEX-5 binding, AGP1 TOR yeast, GRK2 aptamer HTS, GLD-1 RNA inh, MCL1-BIM inh, Fam108B counter, CIT2-GFP yeast, VLA-4 inh
- COC(=O)c1ccc(NC(=O)CSc2nnc(-c3ccncc3)n2C)cc1
    1.4, 1.1, 100.0, 0.0, -4.9, -0.1, -2.3, 96.1, -11.1
- CCOC(=O)C1=C(c2ccccc2)NC(=O)N(C(C)=O)C1c1cccc([N+](=O)[O-])c1 (centres undefined)
    8.2, 0.6, 98.4, 0.0, -3.3, 1.9, -5.1, 104.5, -29.6
- O=c1c2cc(N3CCOCC3)ccc2[nH]c(=S)n1Cc1cccc(Cl)c1
    6.6, -0.8, 98.0, 1.0, 3.0, 29.1, 5.6, 90.0, -2.1
- CC1CC(C)(C)CC2(C1)NC(=O)N(CC(=O)OCc1ccc(Br)cc1)C2=O (centres undefined)
    3.8, /, 99.0, 2.0, 1.1, 1.1, /, 99.0, 19.4
- Cc1ccc(C)n1-c1ccc(N2CCOCC2)c(Br)c1
    1.1, -0.1, 108.2, 0.0, -6.8, 5.1, 9.2, 94.8, 5.5
- Cc1cc(C)c(S(=O)(=O)N2CCCCC2C(=O)O)c(C)c1 (centres undefined)
    5.0, -0.7, 96.9, 6.0, 1.5, 6.1, -2.5, 89.2, 3.3
- CN1CCN(S(=O)(=O)c2ccc(NC(=O)c3cccs3)cc2)CC1
    5.2, -0.7, 93.7, 2.0, 4.1, 6.8, 3.9, 97.4, 5.8
- CCn1cc(CN2CCc3c([nH]c4ccccc34)C2c2cccc(O)c2)c(C)n1 (centres undefined)
    8.1, -1.0, 93.8, 3.0, 5.0, 8.3, 1.4, 97.4, 28.5
- Cc1nnc2ccc(-c3ccc(NC(=O)c4ccc(Cl)nc4)cc3)nn12
    8.8, -3.3, 107.0, 0.0, -3.0, 1.3, -0.2, 103.4, 2.9
- CCN(CC)CC#CCC(O)(c1ccccc1)C1CCCC1 (centres undefined)
    3.8, 3.1, 99.0, 0.0, 4.5, 1.0, 0.1, 100.3, -1.5

(further entries)
Order of values: Bcl-xL primary, MEX-5 binding, AGP1 TOR yeast, GRK2 aptamer HTS, GLD-1 RNA inh, MCL1-BIM inh, Fam108B counter, CIT2-GFP yeast, VLA-4 inh
- Cc1ccc2nc(Nc3ccccc3)cc(C)c2c1
    1.9, -3.7, 12.5, 0.0, 1.1, 5.1, 4.8, 98.0, 18.0
- COc1ccccc1N1CCN(C(=O)CN(CCc2ccccc2)S(C)(=O)=O)CC1
    3.2, -1.3, 88.5, 1.0, 1.5, 3.1, 0.7, 104.9, 4.1
- CCOc1ccccc1CNC(=O)C1CCCN(c2nnc(C)c3c(C)n(-c4ccccc4)nc23)C1 (centres undefined)
    -7.4, 3.1, 103.7, 0.0, -7.0, 0.7, 0.2, 100.4, 22.4
- CCCOC(=O)c1c(NC(=O)CCCn2nc([N+](=O)[O-])cc2C)sc(C(=O)OC)c1C
    3.6, -0.2, 95.6, 0.0, 7.0, 2.7, -1.7, 100.9, 13.0
- O=C(NCC(c1ccc(F)cc1)N1CCOCC1)c1ccco1 (centres undefined)
    7.2, -0.5, 108.2, 1.0, 5.0, 4.2, -0.1, 113.0, -1.9
- Cc1nc2c3cc(F)ccc3n(CCN3CCCCC3)c2s1
    6.1, 1.0, 109.3, 0.0, 0.1, 9.3, 3.1, 108.5, -1.8
- COc1ccccc1NC(=O)c1cc2c(CO)cnc(C)c2oc1=Nc1cc(OC)c(OC)c(OC)c1
    -1.7, 1.1, 92.1, 0.0, 5.2, 2.7, 2.5, 102.9, 4.4
- Cc1ccc(Cl)c(OCC(=O)Nc2ccccc2N2CCCCC2)c1
    2.6, 0.5, 103.6, 0.0, 2.8, -4.2, 2.1, 94.6, 1.3
- O=C(O)C1(P(=O)(c2ccccc2)c2ccccc2)CCCC1
    4.0, -2.7, 106.3, 3.0, 4.4, -1.7, -1.0, 112.0, -2.4
- Oc1ccc(Nc2nc(N3CCCC3)c3ccccc3n2)cc1
    5.1, -1.1, 100.4, 0.0, 0.6, 2.7, 8.3, 105.5, 2.5

Two entries from above, comma-delimited:
molecule,Bcl-xL primary,MEX-5 binding,AGP1 TOR yeast,GRK2 aptamer HTS,GLD-1 RNA inh,MCL1-BIM inh,Fam108B counter,CIT2-GFP yeast,VLA-4 inh
COc1ccc(-c2cc(C(=O)OCC(=O)NC(C)C)c3ccccc3n2)cc1,0.3,0.6,110.2,5.0,2.0,-3.1,-0.7,106.3,2.8
Cc1ccc2nc(Nc3ccccc3)cc(C)c2c1,1.9,-3.7,12.5,0.0,1.1,5.1,4.8,98.0,18.0

(cont.)
Order of values: Bcl-xL primary, MEX-5 binding, AGP1 TOR yeast, GRK2 aptamer HTS, GLD-1 RNA inh, MCL1-BIM inh, Fam108B counter, CIT2-GFP yeast, VLA-4 inh
- COc1ccc(-c2noc(CN(C)C3CCOCC3)n2)cc1
    3.9, 0.4, 102.9, 0.0, 1.1, -0.3, 4.2, 103.5, 12.3
- CC1(C)Cc2c(cnn2-c2ccc(F)cc2)C(NC(=O)c2ccc(=O)oc2)C1 (centres undefined)
    2.4, -1.3, 83.5, 2.0, -2.3, -6.7, -0.3, 87.8, 3.1
- Cc1oc2cc3oc(=O)c(CC(=O)NCC(=O)N[C@@H](C(=O)O)c4ccccc4)c(C)c3cc2c1C
    3.1, 0.6, 102.7, 1.0, 8.5, 3.4, -3.6, 100.0, 31.3
- CC(C)OCC(O)CN (centres undefined)
    1.9, -1.2, 102.0, 0.0, -3.9, 8.2, 3.2, 96.5, 2.5
- CSCCC(NC(=O)c1cccc(C)c1)C(=O)O (centres undefined)
    3.9, 1.0, 93.6, 0.0, 2.2, 7.5, 3.5, 92.7, 1.5
- CCOC(=O)c1cnn(CCOC(=O)Cc2cccs2)c1NC(=O)Cc1cccs1
    0.2, 0.1, 107.1, 0.0, -3.0, 29.7, -3.5, /, 7.1
- Cc1cc(C(C)(C)C)ccc1NC(=O)CC(C)(C)CC(=O)O
    2.0, 0.1, 101.3, 0.0, -2.9, 1.7, -0.4, 88.8, 9.6
- O=C(Nc1ccc2c(c1)CCCN2C(=O)c1ccccc1)c1ccccc1Br
    9.6, -1.2, 106.5, 0.0, 5.4, 0.2, -2.6, 104.4, 5.3
- Cc1ccc(NC(=O)COC(=O)C2(c3ccc(Cl)cc3)CCCC2)cc1
    -1.6, 1.5, 93.3, 0.0, 2.7, -2.0, -11.0, 84.1, 23.6
- c1csc(-c2nc(N3CCCCC3)no2)c1
    2.6, 2.1, 99.8, 0.0, -2.5, 6.2, 0.6, 108.9, 6.0

Continuation.
Order of values: Bcl-xL primary, MEX-5 binding, AGP1 TOR yeast, GRK2 aptamer HTS, GLD-1 RNA inh, MCL1-BIM inh, Fam108B counter, CIT2-GFP yeast, VLA-4 inh
- C[C@@H]1OC(Nc2ccc(N=Nc3ccccc3)cc2)[C@H](O)[C@H](O)[C@H]1O (some centres undefined)
    3.0, 0.5, 109.3, 1.0, -4.7, -1.8, 2.1, 101.4, 12.7
- O=C1/C(=C/c2cccnc2)SC(=NCc2ccccc2)N1Cc1ccccc1
    1.1, 1.9, 103.7, 0.0, 1.9, -0.4, 0.2, 101.8, 7.8
- COc1ccc(C(=O)O/N=C/c2c(C(F)(F)F)nn(C)c2SCc2ccccc2Cl)cc1
    0.2, 2.0, 98.9, 0.0, 9.9, 1.9, 2.8, 97.2, -5.0
- CCCCC1(C)OC(=O)C(=Cc2ccc(SC)cc2)C(=O)O1 (centres undefined)
    3.6, 0.0, 102.8, 1.0, -6.1, 7.6, -1.3, 103.3, 3.4
- O=C(Nc1ccc(F)cc1F)C1CCN(c2ncnc3c2sc2cccc(F)c23)CC1
    5.2, -3.6, 93.8, 4.0, 0.3, -3.7, -9.7, 92.6, -16.8
- COn1c2c(c3c4no[n+]([O-])c4ccc31)CCCC2
    2.1, -0.6, 95.1, 3.0, 6.7, 2.2, 2.2, 92.3, -4.0
- COCCNC(=O)c1cc2cc3ccc(OC)cc3nc2o1
    3.9, -1.2, 93.5, 0.0, 6.9, 17.7, 5.3, 96.8, 2.6
- COc1cccc(NC(=O)CN(C)C(=O)c2cn(-c3ccccc3)nc2-c2cccnc2)c1
    5.2, /, 100.8, 0.0, 5.1, 3.9, /, 97.5, 12.3
- CC(c1ccccc1F)n1cc(C(=O)NCCCc2nc3ccccc3[nH]2)nn1 (centres undefined)
    5.3, 2.4, 102.2, 0.0, -5.6, 3.7, 1.1, 104.2, -2.9
- O=C(Cc1c(F)cccc1Cl)Nc1cc(S(=O)(=O)N2CCOCC2)ccc1N1CCCC1
    /, /, 93.0, 0.0, -0.7, /, /, 89.4, 1.4
- COc1ccc(OC)c(NC(=O)COc2ccc(Br)cc2)c1
    5.8, 4.0, 98.4, 0.0, 1.9, 2.6, 0.6, 104.6, 1.1
- Nc1c(C(=O)C2CC2)sc2nc3c(cc12)CCC3
    7.2, -0.3, 77.7, 0.0, 1.0, -1.1, 2.0, 84.4, -10.0
- COCCC(=O)N1CCC(Oc2ccc(C(=O)N3C[C@H]4CC[C@H]3C4)cc2)CC1
    -1.4, 2.1, 94.3, 1.0, 9.4, -3.4, 4.9, 94.2, 3.3

Bioassay records (PubChem)
